Screening results as filed in PubChem.
TDP2 absorb = blocks human TDP2 phosphodiesterase activity; O95551; recombinant TDP2, T5PNP hydrolysis, p-nitrophenol absorbance 415 nm; inhibition, % at 12.8 µM; 0.34% of 370,000 active;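 active = inhibition above the mean of all tested compounds plus 3 SD, set per campaign, cut at about 25% in these data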;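 note: 0% = DMSO with enzyme and 100% = buffer with substrate but no TDP2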
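Incubation: 2 h at 37 °C; Test system: recombinant human TDP2; Quantity: enzyme 120 nM; Read-out basis: percent inhibition; Medium: 50 mM Tris-HCl pH 7.5 with Mg2+, KCl, DTT, BSA; Repeats: single replicate; Compound: 12.8 µM single point, 1% DMSO; Signal: epi absorbance; Reagent: 5 mM T5PNP chromogenic substrate; Benchmarks: no-enzyme high, DMSO-plus-enzyme low.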
PLC-beta3 inh = inhibitors of human phospholipase C beta3 | Q01970 | Purified PLC-beta3, fluorogenic substrate, fluorescence | inhibition, % at 12.2 µM | 0.18% of 370,000 active | AID 720704; in the data active = inhibition above about 11%;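 note: 0% = median of compound wells on plate and 100% = full blocker control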
SIAE inh = blocks human sialic acid acetylesterase | Q9HAT2 | SIAE FP-Rh probe binding, fluorescence polarization | inhibition, % at 9.66 µM | 0.69% of 370,000 active;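 active = inhibition above a cutoff: mean of compounds within the control limits plus 3 SD of those, cut at about 17% in these data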;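 note: 0% = plate median of compound wells and 100% = probe without SIAE protein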
Target sequence (Q9HAT2 whole entry, looked up): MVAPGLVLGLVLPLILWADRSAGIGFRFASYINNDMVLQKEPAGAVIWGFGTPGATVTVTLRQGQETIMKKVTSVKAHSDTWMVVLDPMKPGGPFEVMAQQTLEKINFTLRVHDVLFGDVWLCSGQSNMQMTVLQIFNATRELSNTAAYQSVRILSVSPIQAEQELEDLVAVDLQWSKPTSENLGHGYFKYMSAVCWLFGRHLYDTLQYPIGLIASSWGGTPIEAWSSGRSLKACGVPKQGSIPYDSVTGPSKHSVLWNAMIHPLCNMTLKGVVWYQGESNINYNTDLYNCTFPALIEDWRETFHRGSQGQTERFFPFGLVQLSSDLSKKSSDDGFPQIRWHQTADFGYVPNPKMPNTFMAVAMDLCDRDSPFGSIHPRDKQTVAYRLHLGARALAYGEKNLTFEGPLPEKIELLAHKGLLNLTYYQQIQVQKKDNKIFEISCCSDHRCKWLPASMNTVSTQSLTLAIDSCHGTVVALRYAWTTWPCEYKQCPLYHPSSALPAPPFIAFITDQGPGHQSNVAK
ARFGAP1 inhibitor = rat ARFGAP1 inhibition; inhibition, % at 16.5 µM; Arfgap1-stimulated ARF1 GTP hydrolysis, GDP FP detection; 0.26% of 360,000 active; AID 651572; Q62848;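 active = inhibition above a per-plate limit, mean inhibition of low control wells plus 3 SD, cut at about 25% in these data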;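 note: 0% = DMSO wells with enzyme and 100% = wells lacking Arfgap1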
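Replicates: Single well per compound | Assay system: Truncated rat Arfgap1 GAP domain | Control set: No-Arfgap1 wells (100%) versus DMSO full-reaction wells (0%) | Times: Enzyme reaction 120 min at 25 °C after 20 min preincubation | Reagent: Human ARF1(Δ1-17)-GTP substrate | Measured by: Tracer-displacement fluorescence polarization with EDTA stop, 620/688 nm | Measure: Percent inhibition of Arfgap1-stimulated GTP hydrolysis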
DDE Tn7 FP inh = DD(E)-Tn7 binding inhibition, primary FP screen | inhibition, % at 8.3 µM | 0.13% of 370,000 active | FP displacement of FITC-Tn7 peptide from fibrin DD(E); 0% = median of compound wells per plate | P02675;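 active = inhibition above the mean of compounds falling within the control limits plus 3 SD of them, cut at about 14% in these data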;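 note: 0% = plate median of compound wells and 100% = 10 µM Aha-Tn7 peptide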
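Assay system: human fibrin DD(E). Input: DD(E) 2 µM final. Medium: Tris buffer with calcium and detergent, pH 7.8. Compound dosing: single point at 8.3 µM. Timing: 10 min plus 3 h, room temperature. Technique: fluorescence polarization of the labelled Tn7 tracer. Read-out: percent inhibition. Replicates: singlicate testing.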
PLC-gamma1 inh = blocks human PLC-gamma1 enzyme activity; P19174; purified PLC-gamma1, fluorogenic substrate, fluorescence; inhibition, % at 12.2 µM; 0.84% of 370,000 active; AID 720700; in the data active = inhibition above about 9.5%
ASAP1 inh = ASAP1 ArfGAP inhibition | Q9ULH1 | ASAP1-stimulated ARF1 GTP hydrolysis, GDP FP detection | inhibition, % at 16.5 µM | 0.19% of 360,000 active | AID 624377; in the data active = inhibition above about 25%;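 note: 0% = vehicle with enzyme and substrate and 100% = no enzyme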
DDE Tn6 FP inh = inhibitors of Tn6 peptide binding to human fibrin DD(E); inhibition, % at 8.3 µM; AID 720509; 0.21% of 370,000 active; P02675; Fibrin DD(E) TRITC-Tn6 fluorescence polarization displacement;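 active = inhibition above a per-campaign cutoff: mean of compounds within control limits plus 3 SD, cut at about 15% in these data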;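 note: 0% = median of all compound wells on the plate and 100% = blocking peptide control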
ADAM10 inh = ADAM10 inhibition, QFRET primary screen | O14672 | recombinant ADAM10, EDANS/DABCYL FRET peptide cleavage, 3 h | inhibition, % at 7 µM | 0.62% of 370,000 active | AID 720582;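 active = inhibition above a per-campaign cutoff equal to the mean of compounds falling between control-based bounds plus 3 SD, cut at about 20% in these data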;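 note: 0% = DMSO wells while the 100% control is not disclosed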
Target sequence (O14672 214-748 limits assumed): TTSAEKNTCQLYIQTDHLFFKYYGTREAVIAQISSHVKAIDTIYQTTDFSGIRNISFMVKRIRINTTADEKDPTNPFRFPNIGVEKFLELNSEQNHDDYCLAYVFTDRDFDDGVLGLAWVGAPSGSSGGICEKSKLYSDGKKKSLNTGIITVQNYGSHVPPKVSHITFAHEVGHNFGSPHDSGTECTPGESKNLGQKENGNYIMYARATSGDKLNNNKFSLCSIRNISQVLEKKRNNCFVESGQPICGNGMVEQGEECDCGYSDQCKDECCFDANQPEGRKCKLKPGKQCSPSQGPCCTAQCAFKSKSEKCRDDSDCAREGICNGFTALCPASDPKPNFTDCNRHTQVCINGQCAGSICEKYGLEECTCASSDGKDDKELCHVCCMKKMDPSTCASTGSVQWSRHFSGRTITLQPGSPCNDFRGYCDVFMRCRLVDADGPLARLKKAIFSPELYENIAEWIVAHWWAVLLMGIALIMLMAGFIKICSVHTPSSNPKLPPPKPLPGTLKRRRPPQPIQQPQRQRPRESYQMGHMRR
ADAM17 inh = inhibits human ADAM17. recombinant ADAM17, EDANS/DABCYL FRET peptide cleavage. inhibition, % at 6.95 µM. 0.83% of 370,000 active. AID 720648;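 active = inhibition above the mean of compounds lying between control limits plus 3 SD, set per campaign, cut at about 8.5% in these data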;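 note: 0% = DMSO-only wells as the low control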
The depositor's hits bear a star; i = inactive.

SMILES	TDP2 absorb	PLC-beta3 inh	SIAE inh	ARFGAP1 inhibitor	DDE Tn7 FP inh	PLC-gamma1 inh	ASAP1 inh	DDE Tn6 FP inh	ADAM10 inh	ADAM17 inh
O=C(Nc1c2c(nn1-c1ccccc1)CS(=O)C2)c1ccc(S(=O)(=O)N2CCOCC2)cc1 (stereo not drawn)	1	3	8	-3	2	-2	-1	-3	-4	1
N#CC1=C2SCCN2C(=O)C(C#N)C12CCCCC2 (stereo not drawn)	-14	-1	4	-2	1	0	11	0	-4	0
CC(C)CCN1CCC(n2nccc2NC(=O)C2CCOC2)CC1 (stereo not drawn)	16	-41	-6	2	0	3	1	-4	7	0
COc1cccc(C2c3[nH]c4ccccc4c3C[C@H]3C(=O)N(C)CC(=O)N23)c1 (stereo partly drawn)	-3	-5	7	14	-4	0	-6	2	11	-1
c1ccc(Cn2c(Sc3nnnn3-c3ccccc3)nnc2-c2ccccc2)cc1	1	-1	0	-9	-2	0	9	-4	-1	-4
O=C1/C(=C/c2ccco2)SC(=S)N1C1CCS(=O)(=O)C1 (stereo not drawn)	-10	-29	17	-9	6	-15	0	1	-11	-1
COc1cccc(NC(=O)CN(C)CC(=O)NCC(=O)Nc2ccc(F)cc2)c1	2	-7	-19	-14	2	0	5	4	-12	-2
CC(=O)N1CCN(C(=O)CCc2nnc(CCCCc3ccccc3)o2)CC1	-13	2	-6	-6	-8	8	1	3	4	3
CC(=O)Nc1ccc(C(=O)OCC(=O)Nc2ccc(S(=O)(=O)N3CCOCC3)cc2)cc1	0	5	-2	-3	-4	2	-2	7	-4	-1
CC(C)[C@H]1COCCS(=O)(=O)N1Cc1ccccc1-c1ccccc1	-2	-3	-1	-2	-3	0	7	-3	-9	-1
CC(NS(=O)(=O)c1ccccc1)c1n[nH]c(=S)n1-c1ccccc1 (stereo not drawn)	6	-1	6	3	0	1	4	2	2	1
CCN(C(=O)CCS(=O)(=O)c1cc2c(cc1Cl)NC(=O)CO2)c1ccccc1	-1	3	3	6	-4	6	-7	-7	-2	0
COc1ccccc1NCCC(=O)OCC(=O)NC1CCCC(C)C1C (stereo not drawn)	-6	3	-6	2	-6	4	-6	-8	3	1
COc1ccc(-c2nc(C#N)c(NCc3ccco3)o2)cc1	6	-166	1	-13	0	-158	7	3	-425	-99
Cc1cc(/C=N/n2cnnc2)c(C)n1-c1cc(Cl)ccc1Cl	-16	-6	-7	-1	-3	-7	5	-1	-6	-3
NCCCCCc1nnc(SCc2cccc(Cl)c2)o1	-6	1	5	6	-9	5	-22	-3	6	1
Cc1noc(C)c1CSc1nc2cc(S(=O)(=O)N3CCOCC3)ccc2o1	6	1	5	-4	-2	0	3	-1	-6	-3
Cc1cccc(NC(=O)c2cc([N+](=O)[O-])ccc2NC2CCCCC2)c1	-6	4	-25	5	7	1	-14	2	10	4
CCN1C(=O)/C(=C2/C=Cc3ccccc3N2C)OC1=S	-8	-2	7	1	4	2	1	13	6	-2
CCc1ccc(NC(=O)c2ccccc2NC(=O)C2CCCO2)cc1 (stereo not drawn)	1	-2	7	-7	12	-1	1	-6	6	-1

Sorted by the number under PLC-gamma1 inh (low to high): three of the compounds above
Structure | PLC-gamma1 inh
COc1ccc(-c2nc(C#N)c(NCc3ccco3)o2)cc1 | -158
CCN1C(=O)/C(=C2/C=Cc3ccccc3N2C)OC1=S | 2
NCCCCCc1nnc(SCc2cccc(Cl)c2)o1 | 5

The list continues.
SMILES	TDP2 absorb	PLC-beta3 inh	SIAE inh	ARFGAP1 inhibitor	DDE Tn7 FP inh	PLC-gamma1 inh	ASAP1 inh	DDE Tn6 FP inh	ADAM10 inh	ADAM17 inh
N#CC(c1nc2ccccc2nc1OCCO)S(=O)(=O)c1ccccc1 (stereo not drawn)	-8	-116	6	8	1	-27	6	2	2	-2
CC(C)NC(=O)C(=O)NCc1ccccn1	2	-5	0	16	0	1	-7	8	-4	-1
O=C(NCc1ccc2c(c1)OCO2)c1cc(-c2ccncc2)nc2ccccc12	0	-6	-4	14	-1	0	-12	-2	6	1
Cc1ccc(C)c(N2C(=O)CS/C2=N\NC(=O)c2ccccc2Cl)c1	4	1	2	4	2	0	-3	7	4	-3
C[C@@H]1CN([C@@H](C)CO)S(=O)(=O)c2ccc(Br)cc2O[C@H]1CN(C)C(=O)c1ccc2c(c1)OCO2	-7	1	5	3	1	2	0	8	0	4
COc1ccc(NC2CCCN(C(=O)CN3C(=O)c4ccccc4C3=O)C2)cc1OC (stereo not drawn)	2	-7	3	7	-6	0	3	-8	2	-1
O=C(Cn1c(=O)n2ncnc2c2c3c(sc21)CCCC3)c1ccccc1	-1	3	-2	4	1	3	10	2	13	-1
COc1ccccc1-c1nc(SCC(=O)Nc2ccccc2F)n[nH]1	-2	-9	7	6	-1	-4	-12	-2	-2	-4
COC(=O)c1ccsc1NC(=O)CN1CCN(c2ccc(F)cc2)CC1	-7	3	2	4	-2	5	7	6	7	4
CSc1cccc(NC(=O)c2cc(S(=O)(=O)N3CCCC3)cn2C)c1	-3	-3	1	6	5	-1	4	-7	-2	-1
Cc1nc(OCc2ccccc2)c2ccccc2n1	-4	5	-1	4	-4	1	-15	2	4	0
CCS(=O)(=O)N1CCN(C(=O)C(c2ccccc2)c2ccccc2)CC1	11	3	-4	6	3	5	-16	1	1	1
COc1cc(CCC(=O)OCc2ccccc2C#N)cc(OC)c1OC	-4	-7	0	1	6	-2	1	12	1	0
COc1ccc(-c2cc(C(=O)NC3CCCC3)c3ccccc3n2)cc1	9	i	-8	6	2	i	3	-1	-392	-146
COC(=O)C(Cc1ccc(O)cc1)NC(=O)NC12CC3CC(CC(C3)C1)C2 (stereo not drawn)	-6	-6	0	-4	8	-5	6	2	6	-3
CCCN(CC1CC1)C(=O)COC(=O)c1oc2ccc(OCC)cc2c1C	5	-123	0	20	3	-86	-11	1	-265	-73
CC1(C)C2CCC1(CS(=O)(=O)NCc1ccc(Cl)cc1Cl)C(=O)C2 (stereo not drawn)	-4	-6	-8	9	-2	2	1	3	6	1
Cc1ccc(C(O)(c2ccccc2)c2ccccc2C(C)N(C)C)c(C)c1 (stereo not drawn)	3	-1	-7	-5	-3	-3	-12	-8	4	-4
COc1ccc(OCCNC(=O)/C=C/c2ccccc2)cc1	5	5	1	0	3	-1	7	-5	-7	0
Cc1ccc(S(=O)(=O)CCOC(=O)CNC(=O)OCc2ccccc2)cc1	-9	-2	0	11	-4	4	-3	-1	-23	0
CCn1cc(C(=O)NCCCN2CC(C)CC(C)C2)c(=O)c2cc(S(=O)(=O)N(C)C3CCCCC3)ccc21 (stereo not drawn)	2	-9	-2	8	0	0	-5	1	-8	-8
COc1ccc(N(CC(=O)NCCc2ccccc2)C(=O)CCC(=O)Nc2nccs2)c(OC)c1	-5	-9	2	16	3	1	-9	-4	-4	-2
O=C(Nc1cc([N+](=O)[O-])ccc1O)c1cccc([N+](=O)[O-])c1	6	-3	-2	18	-3	-1	10	4	2	-4
Cn1c(=O)c2c(ncn2CC(=O)N(Cc2ccccc2)c2ccccn2)n(C)c1=O	0	1	-5	-6	3	-5	4	3	-9	-3
CCOC(=O)C(C#N)C(c1cccnc1)c1c(C)[nH][nH]c1=O (stereo not drawn)	-3	-2	1	-4	0	-1	12	-11	-6	-4
Cc1cnc(C(=O)OC(C)C(=O)Nc2ccc3c(c2)OCCO3)cn1 (stereo not drawn)	-13	0	-5	-2	-1	4	-6	0	8	9.9*
COC(=O)C1=C(COc2ccccc2)NC(=O)NC1c1ccc(Cl)cc1 (stereo not drawn)	0	3	-3	7	3	7	-5	-2	6	4
COc1cc(CNS(=O)(=O)c2ccc3c(c2)CC(C)N3C(C)=O)cc(OC)c1OC (stereo not drawn)	19	-1	-4	-9	2	2	3	-1	-14	-8
COc1ccc(CCNC(=O)C2CC(c3ccc([N+](=O)[O-])cc3)=NO2)cc1 (stereo not drawn)	-4	0	5	8	6	2	15	-3	-4	-1
O=C(NCC1CCN(C(=O)C(=O)c2cccs2)CC1)c1ccc2ccccc2c1	3	2	-5	-5	0	-2	-13	-1	1	-3
Cc1ccc(F)c(NC(=O)/C(C#N)=C(\O)c2ccc(C(C)(C)C)cc2)c1	11	-6	-25	-18	10	-4	10	2	17	2
COc1ccc(CN2CCCC(CNC(=O)c3ccc(F)cc3)C2)c(C)c1C (stereo not drawn)	0	3	5	-3	4	1	3	3	-5	-3
CCN1C(=O)CSc2ccc(C(=O)OC)cc21	6	0	-5	-2	-3	2	-2	-5	-5	-2
COc1ccc(C(C)C)cc1S(=O)(=O)N1CCC(C(=O)NCC2CCCO2)CC1 (stereo not drawn)	-3	-6	-6	3	2	-1	0	-5	2	-2
CCOC(=O)COn1c(-c2cccc(Cl)c2)nc2ccc([N+](=O)[O-])cc21	14	2	-8	3	1	1	-8	-5	0	-3
CCOC(=O)Cn1cnc2sc(C(=O)OC)c(C)c2c1=O	-1	-3	-2	5	-1	0	8	-6	3	0
COc1ccc2oc(C)c(C(=O)Cn3ccnc3)c2c1	5	-1	14	10	-1	0	5	-1	-5	-7
O=C(NCc1ccccn1)c1cc(-n2cnnc2)ccc1Cl	-7	0	6	14	3	-1	-3	-3	1	-2
COc1ccc(C2NC(=O)NC(C)=C2[N+](=O)[O-])cc1 (stereo not drawn)	-9	-14	2	4	-2	-5	-6	3	-7	0
CN1CCN(c2ccc3c(c2)C2CC3CCN2C(=O)OCc2ccccc2)CC1 (stereo not drawn)	-6	-3	2	-6	-1	4	1	0	-1	-3
COc1ccccc1N1CCN(C(=O)c2ccoc2C)CC1	7	0	-2	11	-2	-2	5	2	5	0
C[C@H](CO)N1C[C@H](C)[C@@H](CN(C)C(=O)Nc2ccc(C(F)(F)F)cc2)Oc2ccc(NC(=O)NC3CCCCC3)cc2C1=O	-5	-3	-12	15	-2	-1	-2	-3	1	5
CCOc1ccccc1OCC(=O)Nc1nnc(C)s1	4	3	3	-1	3	2	-10	1	0	2

Look-ups from the entries so far:
Value for `Cc1ccc(F)c(NC(=O)/C(C#N)=C(\O)c2ccc(C(C)(C)C)cc2)c1` under PLC-beta3 inh: -6
Value for `COc1ccccc1N1CCN(C(=O)c2ccoc2C)CC1` under ASAP1 inh: 5
Value for `COc1ccc(CN2CCCC(CNC(=O)c3ccc(F)cc3)C2)c(C)c1C` (stereo not drawn) under ADAM10 inh: -5
Value for `O=C(NCc1ccccn1)c1cc(-n2cnnc2)ccc1Cl` under PLC-gamma1 inh: -1
